Wnt act = activators of Wnt/beta-catenin signaling. Wnt/beta-catenin reporter cell assay, activator, plate reader. activation, % at 9.35 µM. 1.2% of 300,000 active; in the data active means activation above about 30%, passing the limit was not always enough; inconclusive means no clear call, values can overlap the other calls;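 further: 0% = neutral control wells and 100% = positive control wells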
An asterisk follows results filed as active. A portion of the library; rates above refer to the full screens.

Results for COc1ccc(C2CC(=O)C(c3ccc(C(F)(F)F)cc3)=CN2Cc2ccccc2)cc1 (stereo not given) ?
Wnt act: -1

Results for Cc1ccccc1-c1cccc2[nH]c3c(c12)CCN1C(=O)[C@H]2[C@H](C)ON(C)[C@H]2C[C@@H]31 ?
Wnt act: -1

What do the screens show for `COC(=O)[C@@]12C[C@@H](CC(=O)N3CCSCC3)C(=O)N(Cc3cccc4ccccc34)C1=CCC(C)(C)C2`?
Wnt act: -6

How did CC(=O)N1CCN(c2ccc(N3CCN(C(C)=O)[C@@H](C)C3)c(C)c2)[C@H](C)C1 do in these assays?
Wnt act: -2

What do the screens show for `O=C(Nc1ccccc1Cl)c1cc(C2CCCN(C(=O)c3cccc(O)c3)C2)on1` (stereo not given)?
Wnt act: -3

Results for OC(c1ccccc1)(c1ccccc1)C1CCN(CCCOc2cc(F)cc(F)c2)CC1 ?
Wnt act: -6

Results for COc1ccc(C#Cc2cccc(-c3nc(C(=O)NCc4ccc(Oc5ccccc5)cc4)cc4c3[C@@H](CCO)N(S(=O)C(C)(C)C)C4)c2)cc1OC (stereo not given in full) ?
Wnt act: -3

How did COc1cc2c(cc1OC(C)=O)C(=O)CCCC2 do in these assays?
Wnt act: -1

Results for CCNC(=O)C1(C)CCN(Cc2cccc(C(F)(F)F)c2)C1 (stereo not given) ?
Wnt act: -4

What do the screens show for `Cc1ccc2nc(-c3cccc(Br)c3)c(Cc3ccccc3C(F)(F)F)n2c1`?
Wnt act: inconclusive

Brought forward from above: five entries, then new ones.
Results for OC(c1ccccc1)(c1ccccc1)C1CCN(CCCOc2cc(F)cc(F)c2)CC1 ?
Wnt act: -6

Results for COc1ccc(C#Cc2cccc(-c3nc(C(=O)NCc4ccc(Oc5ccccc5)cc4)cc4c3[C@@H](CCO)N(S(=O)C(C)(C)C)C4)c2)cc1OC (stereo not given in full) ?
Wnt act: -3

How did COc1cc2c(cc1OC(C)=O)C(=O)CCCC2 do in these assays?
Wnt act: -1

Results for CCNC(=O)C1(C)CCN(Cc2cccc(C(F)(F)F)c2)C1 (stereo not given) ?
Wnt act: -4

What do the screens show for `Cc1ccc2nc(-c3cccc(Br)c3)c(Cc3ccccc3C(F)(F)F)n2c1`?
Wnt act: inconclusive

Results for CC(=O)c1ccc(OCC(O)CN2CCN(c3ccccn3)CC2)cc1 (stereo not given) ?
Wnt act: -1

Results for COc1ccccc1NC(=O)Nc1nc(C(N)C2CCCCC2)cs1 (stereo not given) ?
Wnt act: 0

How did CCn1cnc2sc(C(=O)N3CCN(Cc4ccc5c(c4)OCO5)CC3)c(C)c2c1=O do in these assays?
Wnt act: 0

What do the screens show for `CCCCNC(=O)C(NC(=O)Cc1cc(C(F)(F)F)cc(C(F)(F)F)c1)C(=O)c1ccccc1` (stereo not given)?
Wnt act: -1

Results for CCCc1nc2c3ccccc3ccn2c1Cc1cccc(Cl)c1 ?
Wnt act: 1

Results for CCNC(=O)C1CCCN(C(=O)c2ccc(OC)cc2OC)CC1 (stereo not given) ?
Wnt act: 3

What do the screens show for `CCCCOCC1CN(CCCC)S(=O)(=O)c2c(cccc2N2CCCC2)O1` (stereo not given)?
Wnt act: -3

What do the screens show for `COC1=CC(=O)OC(c2cccc(Cl)c2)C1` (stereo not given)?
Wnt act: -1

How did C#CCNC(=O)C[C@@H]1C[C@@]2(C(=O)OC)CC(C)(C)CC=C2N(Cc2cccc3ccccc23)C1=O do in these assays?
Wnt act: 0

Results for CCCC(=O)N1CCC1(C)C(=O)NS(=O)(=O)c1ccc(C)cc1 (stereo not given) ?
Wnt act: -1

Some of these compounds in order of SMILES length, lowest first.
Results for COc1ccccc1NC(=O)Nc1nc(C(N)C2CCCCC2)cs1 (stereo not given) ?
Wnt act: 0

Results for CCCC(=O)N1CCC1(C)C(=O)NS(=O)(=O)c1ccc(C)cc1 (stereo not given) ?
Wnt act: -1

What do the screens show for `CCCCOCC1CN(CCCC)S(=O)(=O)c2c(cccc2N2CCCC2)O1` (stereo not given)?
Wnt act: -3

How did CCn1cnc2sc(C(=O)N3CCN(Cc4ccc5c(c4)OCO5)CC3)c(C)c2c1=O do in these assays?
Wnt act: 0

Next compounds follow:
How did CC(C)C[C@H]1COc2cc(Br)ccc2S(=O)(=O)N1Cc1cccc(Cl)c1 do in these assays?
Wnt act: -3

What do the screens show for `COc1cc(-c2c(-c3cc(OC)c(OC)c(OC)c3)noc2C)ccc1F`?
Wnt act: -19

How did C[C@@H]1CN([C@H](C)CO)C(=O)CCCn2cc(nn2)CO[C@H]1CN(C)S(=O)(=O)c1ccc(F)cc1 do in these assays?
Wnt act: -1

What do the screens show for `CCc1nc2c(OCc3cccc(OC)c3)cccn2c1N(C)C(=O)c1ccccc1F`?
Wnt act: -1

How did CC(C)[C@H](NC(=O)CC1CCCC1)C(=O)N1CCC[C@H]1C(=O)NCCc1ccccc1Cl do in these assays?
Wnt act: 1

Results for O=C(Nc1ccc2c(c1)OCCO2)C1C(=O)Nc2ccccc2C(=O)N1C1CCCCC1 (stereo not given) ?
Wnt act: -2

What do the screens show for `CCCNC(=O)C1(C)CCN(Cc2noc(-c3ccccc3OC)n2)C1` (stereo not given)?
Wnt act: -1

What do the screens show for `O=c1[nH][nH]c2c1C(c1ccc(Cl)c(Cl)c1)OC(CCc1ccccc1)C2` (stereo not given)?
Wnt act: 0

How did Cc1cc2nc(C3CCCCC3)c(Cc3cccc(F)c3)n2c(C)c1Br do in these assays?
Wnt act: -6

How did COC(=O)C[C@@H]1CC[C@H](NS(=O)(=O)c2cccc(F)c2)[C@@H](CO)O1 do in these assays?
Wnt act: -2

Results for COc1cccc(C=NNC(=S)NC2CC3CCC2C3)c1O (stereo not given) ?
Wnt act: 37*

How did CCc1nc2ccc(C(=O)NCc3ccc(OC)cc3)cn2c1N(CC)CCOC do in these assays?
Wnt act: -3

How did Nc1[nH]c(C(=O)c2ccc(Br)cc2)c(-c2ccc(Br)cc2)c1C(=O)NCCc1c[nH]c2ccccc12 do in these assays?
Wnt act: -1

What do the screens show for `CC(=O)c1ccc(S(=O)(=O)N2CCN(c3ccnc4cc(Cl)ccc34)CC2)cc1`?
Wnt act: -2

How did CCOC(=O)C1=C(C)N(CCCC(=O)NCc2ccc3c(c2)OCO3)C(=O)NC1c1ccc(Br)cc1 (stereo not given) do in these assays?
Wnt act: -4

What do the screens show for `COc1ccc(NC(=O)C(c2ccnc3ccccc23)n2c(=O)c(-c3ccccc3)nc3ccccc32)cc1` (stereo not given)?
Wnt act: 3

What do the screens show for `O=C(c1cc(C2CCCCN2C(=O)OCCF)on1)N1CCOCC1` (stereo not given)?
Wnt act: -1

How did COc1cccc(C(=O)N2CCC[C@H]2C(=O)N2CCC[C@H]2C(=O)N[C@H](C)c2ccccc2)c1 do in these assays?
Wnt act: -2

How did c1cc(-c2ccc3nncn3c2)ccc1CN1CCOCC1 do in these assays?
Wnt act: 0

What do the screens show for `CNc1cncc(-c2ccc(F)c(F)c2)n1`?
Wnt act: 0

How did Cc1ccc(-c2nc3ccc(Br)cn3c2Cc2cccc(Cl)c2)cc1 do in these assays?
Wnt act: 12

Results for CC(C)(C)n1nnnc1C(c1ccccc1)N1CCN(C(=O)c2ccco2)CC1 (stereo not given) ?
Wnt act: -2

How did O=S(=O)(NC1CCN(Cc2ccccc2)CC1)c1ccc(F)c(F)c1 do in these assays?
Wnt act: -3

What do the screens show for `CC(=O)Nc1cc(-c2cccnc2)cn2c(-c3cccc(C(F)(F)F)c3)cnc12`?
Wnt act: -3

What do the screens show for `CC(C)C[C@H]1CN(CCCC[C@H]2CNC(=O)C(=O)N2CC2CCCCC2)C(=O)C(=O)N1CCC1CCCCC1`?
Wnt act: -2

Results for COC(=O)c1c(C)[nH]c(C(=O)N2CCN(c3ccc(OC)cc3)CC2)c1C ?
Wnt act: -3

Results for CC(=O)Nc1cccc(NC(=O)c2cccc(Cl)c2)c1 ?
Wnt act: 3

How did CC(=O)Nc1cccc(-c2ccnc3c2CC(C(=O)NCCC(F)(F)F)O3)c1 (stereo not given) do in these assays?
Wnt act: 4

What do the screens show for `CC1(C(=O)NCc2ccccc2)CSCC(=O)N1CCc1c[nH]c2ccccc12` (stereo not given)?
Wnt act: -2

Results for CCOC(=O)C1=CCN(S(=O)(=O)c2ccccc2Cl)C1c1ccc(C)cc1 (stereo not given) ?
Wnt act: -2

What do the screens show for `CN1CCN(c2ccc(CNC(=O)C3(C)Cc4c(-c5ccc6c(c5)OCO6)ccnc4O3)cc2)CC1` (stereo not given)?
Wnt act: -1

Results for Fc1cccc(Cc2c(-c3cccc(Br)c3)nc3ccc(Br)cn23)c1 ?
Wnt act: 26

How did COc1cccc(C(NC(C)=O)c2nc(-c3ccc(N(C)C)cc3)cs2)c1 (stereo not given) do in these assays?
Wnt act: -1

How did COc1ccc(C(N)c2csc(NC(=O)Nc3ccccc3C(C)(C)C)n2)cc1 (stereo not given) do in these assays?
Wnt act: -3

What do the screens show for `CCOC(=O)[C@]12CCC=C1N(Cc1ccccc1)C(=O)[C@H](CC(=O)NCCc1ccccc1OC)C2`?
Wnt act: -3

How did CC(C)c1ccc(C(=O)N2CCOCC2c2cc(C(=O)Nc3ccccc3)no2)cc1 (stereo not given) do in these assays?
Wnt act: 0

How did CCOC(=O)c1ccc(NC(=O)c2c(NCc3ccccc3)[nH]c(=O)[nH]c2=O)cc1 do in these assays?
Wnt act: 4

Results for NC(=O)c1ccc(NCCc2ccco2)cc1 ?
Wnt act: 3

What do the screens show for `COCCN1Cc2cc(C(=O)OC)c3c(c2C1=O)c1cc(F)ccc1n3S(=O)(=O)c1cccc(C)c1`?
Wnt act: -2

How did O=C1c2ccccc2C(c2nnnn2C2CCCCC2)N1CCc1ccc(O)cc1 (stereo not given) do in these assays?
Wnt act: -2

How did O=C(NCCc1ccccc1)Nc1nnc([C@@H]2C[C@H](O)[C@@H](CO)O2)s1 do in these assays?
Wnt act: -1

Results for COc1ccc(OC2(C)CCN(Cc3ccccc3OC(F)F)C2)cc1 (stereo not given) ?
Wnt act: -5

What do the screens show for `O=C(c1cc(C(=O)N2CCOCC2)c2nc3ccccc3n2c1)c1ccccc1O`?
Wnt act: 0

What do the screens show for `COc1ccc(OCCN2CCC(C(=O)NC(c3ccc(F)cc3)c3ncccc3C)CC2)cc1` (stereo not given)?
Wnt act: 0

How did CC(C)[C@H](CO)NC(=O)[C@H]1O[C@@H](n2ccc(=O)[nH]c2=O)[C@H](O)[C@@H]1O do in these assays?
Wnt act: -2

Results for COc1cc(Nc2cc(C)n(-c3cc(OC)cc(OC)c3)c(=O)c2)cc(OC)c1 ?
Wnt act: -7

What do the screens show for `Cc1ccc2c(c1)-n1c(nc3ccc(Cl)cc3c1=O)C(CC(C)C)NC2=O` (stereo not given)?
Wnt act: 0

How did CCS(=O)(=O)N1Cc2cc(C(=O)N(C)C)nc(-c3cccc(-c4ccc(F)cc4)c3)c2[C@H]1CCO do in these assays?
Wnt act: -1

How did COC(=O)[C@@]1(Cc2ccc(OC)cc2)[C@H]2c3cc(C(=O)N4CCCC4)n(Cc4ccc(S(C)(=O)=O)cc4)c3C[C@H]2CN1C(=O)c1ccccc1 do in these assays?
Wnt act: -2

How did CC1(C(=O)NCc2ccc(C(F)(F)F)cc2)CCN1Cc1cc2ccccc2o1 (stereo not given) do in these assays?
Wnt act: -1

How did Cc1cc2c(cc1C)-n1nnnc1C(N1CCCNCC1)C(=O)N2 (stereo not given) do in these assays?
Wnt act: 0

What do the screens show for `Cc1cccc(C)c1Cn1c(C)c(C(=O)NCc2ccc(C#N)cc2)sc1=O`?
Wnt act: -3

How did CCCCC1CCC(C(=O)N(CC(C)C)c2c(N)n(Cc3ccccc3)c(=O)[nH]c2=O)CC1 (stereo not given) do in these assays?
Wnt act: -15

What do the screens show for `Cc1ccc(Nc2nc(-c3ccc(O)c(O)c3)cs2)nc1`?
Wnt act: -14

Results for COc1cc(Br)c(CC(=O)O)cc1OC ?
Wnt act: -3

Results for CC(C)C(=O)Nc1ccc(C=C2C=Cc3ccccc32)cc1 ?
Wnt act: 16

What do the screens show for `CC1(C(=O)NCc2cccc(Cl)c2)Cc2c(-c3ccc4c(c3)OCO4)ccnc2O1` (stereo not given)?
Wnt act: -3

How did COCc1cc(N2CCNC[C@@H]2C)ccc1N1CCS(=O)(=O)CC1 do in these assays?
Wnt act: -1

How did CN[C@H]1C[C@@H](c2ccccc2)N(C(C)=O)C[C@H]1CO do in these assays?
Wnt act: 0

What do the screens show for `CC1(C(=O)NS(=O)(=O)C2CC2)CCCN(C(=O)c2ccc(F)c(Cl)c2)C1` (stereo not given)?
Wnt act: -1

Results for CCCCC(O)C1=C[N+](=O)CC=C1 (stereo not given) ?
Wnt act: -1

Results for O=C(CC1SCCNC1=O)NCc1ccccc1 (stereo not given) ?
Wnt act: -3

What do the screens show for `COc1ccc(C(C(=O)NCc2ccccc2)n2c(=O)c(-c3ccco3)nc3ccccc32)cc1` (stereo not given)?
Wnt act: -2

What do the screens show for `CC1(C(=O)NS(=O)(=O)c2cccc(C#N)c2)CCN1C(=O)Cc1cc(F)ccc1F` (stereo not given)?
Wnt act: -1

How did O=C(NCCc1ccc2c(c1)OCO2)Oc1ccccc1 do in these assays?
Wnt act: -2

Results for CC1(C(=O)Nc2cccc3cccnc23)CCN1C(=O)Cc1ccc(Cl)cc1Cl (stereo not given) ?
Wnt act: -1

How did CCc1nc2c(OCCC3CCCCC3)cccn2c1N(C)C(=O)c1ccc(OC)cc1 do in these assays?
Wnt act: -1
